# High-throughput results deposited in PubChem by several laboratories.
# MT1-MMP act inh: blocks activation of human MT1-MMP | P50281 | HT1080 RFP-PRO-GFP cells, GFP/RFP ratio fluorescence, overnight; percent of plate control window, DMSO zero | GFP/RFP ratio change, % at 20 µM | actives 0.061% (n = 360,000);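 active means GFP/RFP ratio change of at least 30% with cell ATP level not reduced by more than half and red fluorescence within 50% of control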; further: strong numbers were not always called active
#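 Material: RFP-PRO-GFP reporter HT1080 cells. Dosing: single-point 20 µM compound, 1% DMSO. Controls: DMSO and RFP-L50D-GFP cell wells. Timing: cells overnight before dosing, compound overnight, 37 °C, 5% CO2. Measure: GFP/RFP fluorescence ratio.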
# Rin1 Abl inh: human Rin1-Abl interaction inhibition | P00519+Q13671 | TR-FRET Rin1/Abl binding, biochemical | inhibition, % at 7.35 µM | actives 0.4% (n = 360,000) | AID 588664; in the data active means inhibition above about 5%, passing the limit was not always enough
# SKN-1 block: inhibitors of C. elegans SKN-1; C. elegans VP596 Pgst-4::GFP/RFP ratio, acrylamide-induced, 24 h; inhibition, % at 21.8 µM; actives 0.49% (n = 360,000);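 active means interference check ratio from 0.5 to 1.5 plus GFP to RFP signal ratio inhibition reaching or exceeding a fixed threshold, cut at about 30% in these data, passing the limit was not always enough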; further: some compounds called inactive have numbers as strong as hits
# Neddyl block: cullin neddylation inhibition; actives 0.58% (n = 360,000); TR-FRET cullin neddylation, biochemical; P61081+Q13564; calls only at 25 µM; in the data active means inhibition above about 36%
# Target sequence (P61081 whole entry, looked up): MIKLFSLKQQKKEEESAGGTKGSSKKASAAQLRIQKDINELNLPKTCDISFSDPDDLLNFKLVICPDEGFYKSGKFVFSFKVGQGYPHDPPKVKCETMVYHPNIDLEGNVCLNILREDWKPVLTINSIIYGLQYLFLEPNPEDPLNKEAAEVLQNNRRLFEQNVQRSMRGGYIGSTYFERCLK
# Target sequence (Q13564 whole entry, looked up): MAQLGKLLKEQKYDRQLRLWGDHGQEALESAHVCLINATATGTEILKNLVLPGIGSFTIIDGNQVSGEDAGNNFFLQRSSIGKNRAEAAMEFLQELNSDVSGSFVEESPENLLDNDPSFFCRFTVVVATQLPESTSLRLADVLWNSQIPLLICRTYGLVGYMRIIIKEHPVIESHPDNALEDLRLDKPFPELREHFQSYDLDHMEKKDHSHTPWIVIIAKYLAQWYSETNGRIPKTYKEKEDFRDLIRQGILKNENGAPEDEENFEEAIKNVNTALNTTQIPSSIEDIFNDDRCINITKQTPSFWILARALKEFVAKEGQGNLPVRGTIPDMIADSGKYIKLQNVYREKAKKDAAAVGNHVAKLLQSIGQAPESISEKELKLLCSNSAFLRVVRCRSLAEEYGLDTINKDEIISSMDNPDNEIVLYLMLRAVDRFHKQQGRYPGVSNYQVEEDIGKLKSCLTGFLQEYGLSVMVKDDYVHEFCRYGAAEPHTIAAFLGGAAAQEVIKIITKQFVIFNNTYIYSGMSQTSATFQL
# MLLE-PAM2 inh: inhibitors of microRNA-mediated deadenylation, human PABP1 MLLE binding; P11940; actives 0.36% (n = 360,000); inhibition, % at 20 µM; GST-MLLE / FITC-PAM2 fluorescence polarization; in the data active means inhibition above about 35%, passing the limit was not always enough;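 further: plate controls were DMSO wells with GST-MLLE for no effect and wells lacking GST-MLLE protein for full effect; some results filed as inactive read as strong as hits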
# NRP1-CendR mod: alters CendR peptide binding to human NRP-1; FAM-RPARPAR peptide binding to NRP-1, fluorescence polarization; actives 0.85% (n = 360,000); AID 602438; inhibition, % at 25 µM;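 active means inhibition or corrected inhibition above about 18%, plus a signal ratio from 0.5 to 1.5, limit read from the data, passing the limit was not always enough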; further: strong numbers were not always called active
# FAS-TE inh: blocks the thioesterase domain of human fatty acid synthase; P49327; recombinant FAS-TE, OMFH fluorogenic substrate, fluorescence endpoint; inhibition, % at 15 µM; actives 0.67% (n = 360,000); AID 602261;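 active means compounds whose normalised, plate-corrected inhibition of enzyme fluorescence in the single-dose primary screen is 50% or more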;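 further: 0% = DMSO with enzyme and 100% = substrate without enzyme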
# E coli Lon inh: inhibitors of E. coli Lon protease | actives 0.42% (n = 360,000) | P0A9M0 | purified E. coli Lon protease, fluorescence polarization | inhibition, % at 7.94 µM; in the data active means inhibition above about 13%, passing the limit was not always enough;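 further: 0% = enzyme with probe and DMSO and 100% = no enzyme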
# MsrA act: activates bovine MsrA enzyme | purified bovine MsrA, absorbance read-out | activation, % at 10.6 µM | actives 0.3% (n = 360,000); in the data active means activation above about 7.5%;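 further: 0% = vehicle and 100% = reference activator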
# The depositor's hits bear a star; i = inactive.
# Second line of a record – MT1-MMP act inh, Rin1 Abl inh, SKN-1 block, Neddyl block, MLLE-PAM2 inh, NRP1-CendR mod, FAS-TE inh, E coli Lon inh, MsrA act
> CCCCN1CC(COCc2ccccc2)Oc2cccc(N3CCCC3)c2S1(=O)=O (centres undefined)
 : -2, -2, -3, i, 10, -6, 30, -3, -6
> CN(C)c1nc2n(c(=S)n1)CCS2
 : -4, -2, 0, i, 29, -1, 0, 2, -2
> CCOC(=O)n1c(=O)n(Cc2ccc(F)cc2)c2ccccc21
 : -3, 4, 1, i, 5, 1, 6, 4, -2
> O=C(CSc1nnnn1-c1ccc(Cl)cc1)Nc1cccnc1Cl
 : 5, 1, 3, i, -76, -18, 2, -5, -5
> Cc1nnc(SCCN2CCOCC2)n1-c1cccc(Cl)c1
 : 3, 6, 7, i, -1, -10, -6, -20, 0
> C[C@H]1CN([C@@H](C)CO)S(=O)(=O)c2ccc(Br)cc2O[C@@H]1CN(C)S(=O)(=O)c1ccccc1F
 : 5, 5, 6, i, -1, 4, -11, -11, -4
> C=CCN(C(=O)CNC(=O)c1ccco1)C(C(=O)NC1CCCCC1)c1ccc(OC)cc1 (centres undefined)
 : 13, 0, -14, i, 1, -1, 1, -2, 2
> COc1ccccc1OCC(=O)N(Cc1nc(-c2ccccc2)no1)C(C)C
 : 0, 1, 1, i, -7, 8, 4, 0, -10
> COc1ccc(OC)c(N(CC(=O)NC2CCCCCC2)S(=O)(=O)c2ccc(C)cc2)c1
 : -1, 2, -6, i, -19, 2, 19, 4, 6
> N#Cc1c(N2C(=O)C3C4C=CC(C4)C3C2=O)sc2c1CCC2 (centres undefined)
 : -3, 1, -7, i, -2, 3, -6, 1, -17
> CC(Sc1ccc(Cl)cc1)C(=O)NNC(=O)c1ccco1 (centres undefined)
 : -1, 2, 6, i, 17, 8, -9, -7, -2
> CC1CN(C(=O)NCc2ccccc2)c2cc(Cl)ccc2O1 (centres undefined)
 : -3, 2, 18, i, 7, -7, 8, -1, -2
> NS(=O)(=O)c1ccc(NC(=O)C(=O)NCCC(=O)O)cc1
 : 1, 1, 4, i, 4, -1, -11, 2, -15
> Cc1c(Cl)cccc1NC(=O)Nc1cnccn1
 : -9, -2, 24, i, 8, 6, -1, 11, -2
> COc1ccc(-c2nnn(CC(=O)c3c[nH]c4ccccc34)n2)cc1OC
 : 6, 1, -6, i, -21, -25, -2, -14, -3
> Cc1ccc(-n2c3c(cc(C(=O)NCC(=O)c4ccccc4)c2=O)C(=O)CCC3)cc1
 : -2, 2, -14, i, -3, 18, -10, 1, -3
> Nc1nc(N)c(-c2cccc(C(F)(F)F)c2)c(Cc2cccc(C(F)(F)F)c2)n1
 : -9, 5, 15, i, 0, 0, 32, 1, 1
> CC1CCCCN1C(=O)COC(=O)c1ccc2ccccc2n1 (centres undefined)
 : -1, 0, -1, i, 5, 12, -4, -4, 0
> CN1CCN(C(=O)CCc2nc(-c3ccc(Cl)cc3)no2)CC1
 : 1, 1, -14, i, -3, -15, -2, 1, -8
> CN1CCN(C(CNC(=O)C(=O)Nc2ccc3c(c2)OCCO3)c2ccc(F)cc2)CC1 (centres undefined)
 : -5, 2, 4, i, 5, 0, -6, -6, -2
> O=C(O)CCCCCNC(=O)Nc1ccc2c(c1)OCCO2
 : 2, -1, 6, i, -2, -3, -7, 5, -6
> COC(=O)c1c(NC(=O)c2ccccc2)sc(C(=O)c2ccccc2)c1C
 : -13, -7, 26, i, 4, 3, 23, -6, -1
> COCCOc1nc2ccccc2nc1C
 : 0, -5, -4, i, 7, 9, -5, -10, -11
> O=C(CSc1nnc(Cc2ccccc2)o1)NCc1ccc2c(c1)OCO2
 : 1, 0, -5, i, 2, 6, -6, 1, -3
> O=C(CSc1nnc(CNC(=O)c2c(F)cccc2Cl)o1)Nc1ccccc1
 : -1, 1, 9, i, 13, 0, -5, -10, -6
> COC(=O)C(NC(C)=O)(Nc1sc2c(c1C(N)=O)CCCC2)C(F)(F)F (centres undefined)
 : -1, 4, -13, i, 19, -12, -12, 1, -10
> O=C(NCCS(=O)(=O)N1CCN(c2ccc(F)cc2)CC1)c1ccc2c(c1)OCO2
 : 4, 3, -10, i, -14, -7, -5, -1, -5
> CCOc1ccc(S(=O)(=O)NCc2ccccn2)cc1NC(=O)c1ccccc1
 : 6, 4, 11, i, 2, 0, -2, 0, 0
> CC(C)c1ccc(OCc2ccc(C(=O)N(C)C)o2)cc1
 : 10, -2, -18, i, -5, 3, -9, -2, -7
> O=C(N/N=C/c1ccc(Br)cc1)c1ccccc1-n1cccc1
 : -3, 1, 4, i, -5, 0, 8, -15, -3
> Cc1nonc1NC(=O)CSc1nc2ccccc2[nH]1
 : 1, -1, -3, i, 0, 7, -9, -2, -14
> CCCCn1c(N)c(N(CC(C)C)C(=O)c2ccc(S(=O)(=O)N3CCC(C)CC3)cc2)c(=O)[nH]c1=O
 : 2, 1, 0, i, -6, 1, -4, 5, -1
> CCN(CC)C(=O)c1ccccc1NC(=O)c1ccccc1SC
 : 2, 0, 1, i, 2, -15, 1, -4, 1
> O=C(CC[C@H]1O[C@@H](n2ccc(=O)[nH]c2=O)[C@H](O)[C@@H]1O)NCc1ccc2c(c1)OCO2
 : 1, 5, -6, i, 2, -9, -4, -10, -9
> CN(C(=O)C1CCCO1)c1nnc(-c2cnccn2)s1 (centres undefined)
 : 1, -1, 5, i, 3, 2, -7, 5, -3
> CC(C)[C@H](N)c1cn([C@@H](CO)C(=O)N2CCNCC2)nn1
 : 1, 2, 7, i, 3, -3, -12, -5, 0
> COc1ccc([N+](=O)[O-])cc1NC(=O)Nc1ccc(OC)c(OC)c1
 : 9, 2, 6, i, 5, 6, 27, 0, -12
> Cn1ccnc1C(=O)c1ccc(NN)c([N+](=O)[O-])c1
 : 1, -4, 1, i, -51, -4, -9, 4, -10
> O=C1N/C(=C\c2ccccc2)c2ccccc21
 : -1, -1, 15, i, 7, 8, -4, 1, -9
> Cc1cc(N2C(=O)C(O)=C(C(=O)c3ccc(C)o3)C2c2ccc(OCc3ccccc3)cc2)no1 (centres undefined)
 : -4, 2, 5, i, -9, -37, 14, -1, -7
> CCOC(=O)C1=C(C)OC(N)=C(C#N)C1c1ccc(OC)c(CSc2ccccn2)c1 (centres undefined)
 : 4, -1, 5, i, -10, -19, 22, 3, -2
> CC(=O)c1ccc(NC(=O)CCc2nnc3ccc(N4CCC5(CC4)OCCO5)nn23)cc1
 : 3, -4, 3, i, -4, 5, -7, -8, 0
> Cc1ccc(NCCC(=O)c2ccccc2)cc1Cl
 : 2, 6, -1, i, -15, -7, 0, 2, -3
> Cc1ccc(S(=O)(=O)N2CCCC(C(=O)NCCCN3CCCCC3C)C2)cc1 (centres undefined)
 : 3, 1, 22, i, -13, -13, -3, 9, 1
> COc1cc(C(=O)N2CCCCC2c2cc(C(=O)Nc3ccccc3Cl)no2)cc(OC)c1C (centres undefined)
 : -8, 0, -3, i, -4, -3, 22, -6, 1
> CCN(CC)CCn1c(NCc2ccc(OC)cc2)nc2ccccc21
 : -4, -1, -7, i, -8, -2, -7, -1, -6
> CCOc1ccccc1Nc1nc2ccccc2[nH]1
 : 2, -1, 0, i, -19, 0, -9, -6, -13
> O=C(COC(=O)c1c(Cl)cccc1Cl)Nc1ccccc1Br
 : -3, -1, 6, i, 1, -7, 26, -1, -3
> CCc1nccn1S(=O)(=O)c1ccc(Br)cc1Br
 : 0, -3, 1, i, 5, 14, -1, 5, -3
> NCC(=O)NNC(=O)OCC1c2ccccc2-c2ccccc21
 : -2, -6, 7, i, -7, -3, -5, 0, -3

# Remaining list, next part
# Second line of a record – MT1-MMP act inh, Rin1 Abl inh, SKN-1 block, Neddyl block, MLLE-PAM2 inh, NRP1-CendR mod, FAS-TE inh, E coli Lon inh, MsrA act
> CCCNc1nc(NCC)nc(OC)n1
 : -1, 0, 6, i, 3, -6, -4, 3, -1
> O=C1c2c(O)cccc2Cc2cccc(O)c21
 : 6, 2, 26, i, 46*, 13, 12, 15, -1
> CN(c1ccccc1)S(=O)(=O)c1cccc(NC(=O)CC(C)(C)C)c1
 : 2, -2, 10, i, -3, -6, 2, 7, -3
> CN(C)S(=O)(=O)c1cc(C(=O)NCC2CCCO2)c(Cl)cc1Cl (centres undefined)
 : -1, 0, 8, i, -3, 12, -6, -12, -2
> COc1ccc(N2CCN(C(=O)c3cc4ccccc4o3)CC2)cc1
 : -1, 0, 3, i, -3, -25, -4, -19, -3
> CN(CC(=O)NCc1cccnc1)S(=O)(=O)c1ccc2c(c1)c(=O)n(C)c(=O)n2C
 : -1, 2, -16, i, 7, -2, -11, -4, -6
> COc1ccc(OC)c(NC(=O)CCc2nnc3ccc(NCc4ccco4)nn23)c1
 : -2, -6, -13, i, -12, 1, -2, -4, 1
> Cn1nc(C(F)(F)F)c(C(=O)Nc2ccc(F)cc2)c1Cl
 : -3, 3, 10, i, 7, 6, -3, -10, -3

# Compounds listed so far that contain an aryl methoxy group (11):
# Second line of a record – MT1-MMP act inh, Rin1 Abl inh, SKN-1 block, Neddyl block, MLLE-PAM2 inh, NRP1-CendR mod, FAS-TE inh, E coli Lon inh, MsrA act
> C=CCN(C(=O)CNC(=O)c1ccco1)C(C(=O)NC1CCCCC1)c1ccc(OC)cc1 (centres undefined)
 : 13, 0, -14, i, 1, -1, 1, -2, 2
> COc1ccccc1OCC(=O)N(Cc1nc(-c2ccccc2)no1)C(C)C
 : 0, 1, 1, i, -7, 8, 4, 0, -10
> COc1ccc(OC)c(N(CC(=O)NC2CCCCCC2)S(=O)(=O)c2ccc(C)cc2)c1
 : -1, 2, -6, i, -19, 2, 19, 4, 6
> COc1ccc(-c2nnn(CC(=O)c3c[nH]c4ccccc34)n2)cc1OC
 : 6, 1, -6, i, -21, -25, -2, -14, -3
> COc1ccc([N+](=O)[O-])cc1NC(=O)Nc1ccc(OC)c(OC)c1
 : 9, 2, 6, i, 5, 6, 27, 0, -12
> CCOC(=O)C1=C(C)OC(N)=C(C#N)C1c1ccc(OC)c(CSc2ccccn2)c1 (centres undefined)
 : 4, -1, 5, i, -10, -19, 22, 3, -2
> COc1cc(C(=O)N2CCCCC2c2cc(C(=O)Nc3ccccc3Cl)no2)cc(OC)c1C (centres undefined)
 : -8, 0, -3, i, -4, -3, 22, -6, 1
> CCN(CC)CCn1c(NCc2ccc(OC)cc2)nc2ccccc21
 : -4, -1, -7, i, -8, -2, -7, -1, -6
> CCCNc1nc(NCC)nc(OC)n1
 : -1, 0, 6, i, 3, -6, -4, 3, -1
> COc1ccc(N2CCN(C(=O)c3cc4ccccc4o3)CC2)cc1
 : -1, 0, 3, i, -3, -25, -4, -19, -3
> COc1ccc(OC)c(NC(=O)CCc2nnc3ccc(NCc4ccco4)nn23)c1
 : -2, -6, -13, i, -12, 1, -2, -4, 1
